Screening results deposited in PubChem BioAssay by The Scripps Research Institute Molecular Screening Center.
LEDGF integ inh = blocks HIV-1 LEDGF/p75-dependent DNA integration. inhibition, % at 3.7 µM. TR-FRET IN-LEDGF/p75 DNA integration, Eu/Cy5. 0.64% of 370,000 active;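 active = inhibition above the screen-wide mean plus 3 SD, cut at about 13% in these data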;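 note: signal is the Cy5 over europium emission ratio at 671 and 618 nm; 0% = plate median of compound wells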
UHRF1 binding = UHRF1 methyl-DNA binding inhibition; Q96T88; UHRF1 binding to methylated oligo, TR-FRET; inhibition, % at 4.4 µM; 0.75% of 370,000 active; AID 687016; in the data active = inhibition above about 21%;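 note: UHRF1 SRA domain binding a hemimethylated CpG hairpin DNA probe; 0% = median of test compound wells and 100% = reference inhibitor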
SIAE inh = blocks human sialic acid acetylesterase | SIAE FP-Rh probe binding, fluorescence polarization | inhibition, % at 9.66 µM | 0.69% of 370,000 active | Q9HAT2;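 active = inhibition above a cutoff: mean of compounds within the control limits plus 3 SD of those, cut at about 17% in these data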;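 note: 0% = plate median of compound wells and 100% = probe without SIAE protein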
PRMT1 FP inh = blocks human protein arginine methyltransferase 1; inhibition, % at 2.79 µM; 1.3% of 370,000 active; recombinant PRMT1, activity-based probe fluorescence polarization;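 active = inhibition above about 21% made by adding two undisclosed values, limit read from the data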
TCR CD3 inh = blocks the human TCR-CD3 interaction | TAMRA-labeled TCR probe fluorescence, biochemical | inhibition, % at 9.4 µM | 0.37% of 360,000 active; in the data active = inhibition above about 19%;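 note: recombinant mutant TCR 2C K166C tagged with TAMRA read by polarization; 0% = receptor in buffer alone and 100% = receptor with positive control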
KLK7 zymogen act = proKLK7 (human) activation, primary screen | P49862 | purified proKLK7, EDANS-DABCYL substrate fluorescence; 100% is mature enzyme control, 0% vehicle | activation, % at 7 µM | 0.9% of 370,000 active | AID 652039;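 active = activation above the mean of all tested compounds plus 3 SD, computed per campaign excluding outliers beyond control limits, cut at about 13% in these data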
Target sequence (P49862 whole entry, looked up): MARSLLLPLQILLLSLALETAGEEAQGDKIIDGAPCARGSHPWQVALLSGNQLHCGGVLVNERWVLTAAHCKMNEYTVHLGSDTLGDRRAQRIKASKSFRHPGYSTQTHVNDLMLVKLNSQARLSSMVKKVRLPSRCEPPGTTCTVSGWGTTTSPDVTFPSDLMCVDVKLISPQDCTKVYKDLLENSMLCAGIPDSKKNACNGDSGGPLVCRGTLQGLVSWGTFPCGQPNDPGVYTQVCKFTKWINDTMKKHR
Tn7 DDE FP = inhibitors of Tn7 peptide binding to human fibrin DD(E) | inhibition, % at 8.3 µM | FP displacement of FITC-Tn7 peptide from fibrin DD(E); 0% = median of compound wells per plate | 0.13% of 370,000 active | AID 720508;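 active = inhibition above the mean of compounds falling within the control limits plus 3 SD of them, cut at about 14% in these data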;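 note: 0% = plate median of compound wells and 100% = 10 µM Aha-Tn7 peptide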
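system = human fibrin DD(E) protein | quantity = DD(E) 2 µM final | medium = Tris/NaCl/CaCl2 buffer, pH 7.8 | also added = labelled Tn7 tracer, 0.1 µM | compound dosing = single point at 8.3 µM | timing = compound with protein 10 min, then 3 h after probe, room temperature | signal = FP measurement | benchmarks = Aha-Tn7 high control | repeats = one replicate per compound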
DDE Tn6 FP inh = DD(E)-Tn6 binding inhibition, primary FP screen; P02675; Fibrin DD(E) TRITC-Tn6 fluorescence polarization displacement; inhibition, % at 8.3 µM; 0.21% of 370,000 active; AID 720509;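 active = inhibition above a per-campaign cutoff: mean of compounds within control limits plus 3 SD, cut at about 15% in these data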;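 note: 0% = median of all compound wells on the plate and 100% = blocking peptide control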
MBD2 DNA inh = inhibitors of human MBD2 binding to methylated oligonucleotide | Q9UBB5 | TR-FRET | inhibition, % at 4.4 µM | 0.31% of 370,000 active | AID 686964; in the data active = inhibition above about 13%
Target sequence (Q9UBB5 whole entry, looked up): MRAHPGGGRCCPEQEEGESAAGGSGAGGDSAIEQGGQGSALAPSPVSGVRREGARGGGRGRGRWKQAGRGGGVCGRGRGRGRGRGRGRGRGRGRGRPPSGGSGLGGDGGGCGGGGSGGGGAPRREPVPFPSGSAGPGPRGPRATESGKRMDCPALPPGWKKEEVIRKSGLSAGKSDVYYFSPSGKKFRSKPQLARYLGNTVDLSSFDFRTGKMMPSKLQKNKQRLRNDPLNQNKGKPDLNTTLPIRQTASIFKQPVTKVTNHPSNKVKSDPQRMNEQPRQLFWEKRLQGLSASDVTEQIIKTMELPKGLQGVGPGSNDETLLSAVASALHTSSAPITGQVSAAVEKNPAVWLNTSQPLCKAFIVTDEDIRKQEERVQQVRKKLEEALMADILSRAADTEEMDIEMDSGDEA
TDP2 absorb = blocks human TDP2 phosphodiesterase activity; O95551; recombinant TDP2, T5PNP hydrolysis, p-nitrophenol absorbance 415 nm; inhibition, % at 12.8 µM; 0.34% of 370,000 active; AID 720702;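 active = inhibition above the mean of all tested compounds plus 3 SD, set per campaign, cut at about 25% in these data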;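 note: 0% = DMSO with enzyme and 100% = buffer with substrate but no TDP2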
Target sequence (O95551 whole entry, looked up): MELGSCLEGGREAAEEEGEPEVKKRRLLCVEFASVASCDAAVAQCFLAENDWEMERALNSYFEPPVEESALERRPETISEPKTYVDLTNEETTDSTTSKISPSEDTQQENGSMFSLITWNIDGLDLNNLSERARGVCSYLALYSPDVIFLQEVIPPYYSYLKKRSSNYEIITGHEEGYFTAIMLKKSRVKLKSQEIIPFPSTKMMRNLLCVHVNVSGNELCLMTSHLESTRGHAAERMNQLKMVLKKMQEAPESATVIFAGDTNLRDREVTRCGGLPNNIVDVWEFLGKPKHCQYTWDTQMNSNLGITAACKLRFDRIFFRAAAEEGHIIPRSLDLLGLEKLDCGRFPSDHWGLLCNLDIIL
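Incubation: 2 h at 37 °C; Test system: recombinant human TDP2; Quantity: enzyme 120 nM; Read-out basis: percent inhibition; Medium: 50 mM Tris-HCl pH 7.5 with Mg2+, KCl, DTT, BSA; Repeats: single replicate; Compound: 12.8 µM single point, 1% DMSO; Signal: epi absorbance; Reagent: 5 mM T5PNP chromogenic substrate; Benchmarks: no-enzyme high, DMSO-plus-enzyme low.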
The depositor's hits bear a star.

For CCNC(=S)N(CCCN(CC)CC)Cc1cc2cc3c(cc2[nH]c1=O)OCO3 the results were LEDGF integ inh -9, UHRF1 binding -1, SIAE inh 3, PRMT1 FP inh 0, TCR CD3 inh 8, KLK7 zymogen act 1.9, Tn7 DDE FP 4, DDE Tn6 FP inh 5, MBD2 DNA inh -5 and TDP2 absorb -4.
Screening CCc1ccccc1NC(=O)Cn1nnc(-c2cccnc2)n1 returned LEDGF integ inh 1, UHRF1 binding 2, SIAE inh -4, PRMT1 FP inh -1, TCR CD3 inh 0, KLK7 zymogen act 0.1, Tn7 DDE FP -4, DDE Tn6 FP inh 5, MBD2 DNA inh 2 and TDP2 absorb -2.
Screening O=C(NCCN1CCOCC1)c1cc2ccccc2o1 returned LEDGF integ inh -1, UHRF1 binding 0, SIAE inh 10, PRMT1 FP inh -1, TCR CD3 inh 7, KLK7 zymogen act -0.5, Tn7 DDE FP -6, DDE Tn6 FP inh 0, MBD2 DNA inh -5 and TDP2 absorb 8.
`CCc1ccc(C(=O)NC(CC(C)C)C(=O)O)cc1` (stereo unspecified) gave LEDGF integ inh 0, UHRF1 binding 9, SIAE inh -2, PRMT1 FP inh 0, TCR CD3 inh 2, KLK7 zymogen act -0.2, Tn7 DDE FP -3, DDE Tn6 FP inh 2, MBD2 DNA inh 2 and TDP2 absorb 11.
For O=C(COC(=O)c1cc2ccccc2oc1=O)Nc1cccc(Br)c1 the results were LEDGF integ inh 1, UHRF1 binding 3, SIAE inh -7, PRMT1 FP inh 0, TCR CD3 inh -13, KLK7 zymogen act 0.1, Tn7 DDE FP -8, DDE Tn6 FP inh 0, MBD2 DNA inh -1 and TDP2 absorb -25.
Screening CC(=O)c1cc2c(=O)c3cc(C)ccc3oc2nc1C returned LEDGF integ inh -1, UHRF1 binding -3, SIAE inh -4, PRMT1 FP inh 0, TCR CD3 inh -5, KLK7 zymogen act 0.9, Tn7 DDE FP -2, DDE Tn6 FP inh 1, MBD2 DNA inh -2 and TDP2 absorb 10.
`Cc1cc(C)nc(NC(=O)c2cc(-c3ccc(C)s3)nc3ccccc23)c1` gave LEDGF integ inh -5, UHRF1 binding -3, SIAE inh -17, PRMT1 FP inh 0, TCR CD3 inh 6, KLK7 zymogen act -49, Tn7 DDE FP -2, DDE Tn6 FP inh -2, MBD2 DNA inh -3 and TDP2 absorb -8.
For COc1ccc(NS(=O)(=O)c2ccc3c(c2)CCC(=O)N3)cc1O the results were LEDGF integ inh 2, UHRF1 binding -1, SIAE inh 5, PRMT1 FP inh -2, TCR CD3 inh 12, KLK7 zymogen act -0.5, Tn7 DDE FP 1, DDE Tn6 FP inh 5, MBD2 DNA inh -1 and TDP2 absorb 2.
`O=C(O)CCCNC(=O)Cc1ccccc1` gave LEDGF integ inh 0, UHRF1 binding 1, SIAE inh 1, PRMT1 FP inh -3, TCR CD3 inh 4, KLK7 zymogen act -0.5, Tn7 DDE FP 2, DDE Tn6 FP inh -2, MBD2 DNA inh -3 and TDP2 absorb 0.
Screening COc1ccc(OC)c(C(O)c2ncc(-c3ccccc3OC)[nH]2)c1 (stereo unspecified) returned LEDGF integ inh -3, UHRF1 binding -2, SIAE inh -3, PRMT1 FP inh -1, TCR CD3 inh -1, KLK7 zymogen act 0.3, Tn7 DDE FP -1, DDE Tn6 FP inh 11, MBD2 DNA inh 5 and TDP2 absorb 2.
For CC(=O)c1ccc(-n2c(=O)[nH]c(=O)c3c(N)c(C(=O)c4ccc(Cl)cc4)sc32)cc1 the results were LEDGF integ inh 3, UHRF1 binding -2, SIAE inh -9, PRMT1 FP inh 0, TCR CD3 inh 7, KLK7 zymogen act 0.5, Tn7 DDE FP -1, DDE Tn6 FP inh 5, MBD2 DNA inh -10 and TDP2 absorb -1.
`CCC(c1nnnn1C1CCCC1)N1CCN(c2ccccc2)CC1` (stereo unspecified) gave LEDGF integ inh -3, UHRF1 binding 6, SIAE inh 10, PRMT1 FP inh 4, TCR CD3 inh 0, KLK7 zymogen act 0.4, Tn7 DDE FP 3, DDE Tn6 FP inh 5, MBD2 DNA inh 1 and TDP2 absorb -12.
For Cc1cc(N2CCOCC2)nc(N2CCOCC2)n1 the results were LEDGF integ inh 7, UHRF1 binding -1, SIAE inh -7, PRMT1 FP inh -5, TCR CD3 inh -2, KLK7 zymogen act 0.0, Tn7 DDE FP -4, DDE Tn6 FP inh -5, MBD2 DNA inh -3 and TDP2 absorb -12.
For C=C(C)CN(CC)C(=O)CSc1nc(O)cc(=O)n1C1CCCC1 the results were LEDGF integ inh 1, UHRF1 binding 0, SIAE inh 10, PRMT1 FP inh 4, TCR CD3 inh -1, KLK7 zymogen act -0.1, Tn7 DDE FP -11, DDE Tn6 FP inh 0, MBD2 DNA inh 0 and TDP2 absorb 17.
CC(=O)C(N=Nc1ccccc1)(Sc1nnc(-c2ccccc2)n1-c1ccccc1)C(C)=O was read as LEDGF integ inh 2, UHRF1 binding 0, SIAE inh -3, PRMT1 FP inh -1, TCR CD3 inh 2, KLK7 zymogen act -1.9, Tn7 DDE FP 4, DDE Tn6 FP inh -5, MBD2 DNA inh 3 and TDP2 absorb -9.
Screening CCn1c(SCC(=O)C(C)(C)C)nnc1-c1ccccn1 returned LEDGF integ inh -2, UHRF1 binding 7, SIAE inh 2, PRMT1 FP inh 2, TCR CD3 inh -5, KLK7 zymogen act -0.9, Tn7 DDE FP -3, DDE Tn6 FP inh -9, MBD2 DNA inh 3 and TDP2 absorb -3.
O=C(O)c1c(Cl)nc2ccccn12 was read as LEDGF integ inh -4, UHRF1 binding 1, SIAE inh -6, PRMT1 FP inh 0, TCR CD3 inh 1, KLK7 zymogen act 0.2, Tn7 DDE FP -1, DDE Tn6 FP inh -3, MBD2 DNA inh -3 and TDP2 absorb 2.
`O=C(Cn1cc(C(F)(F)F)ccc1=O)N/N=C/c1ccccc1O` gave LEDGF integ inh -8, UHRF1 binding -2, SIAE inh 1, PRMT1 FP inh -1, TCR CD3 inh -2, KLK7 zymogen act -6.5, Tn7 DDE FP 3, DDE Tn6 FP inh 2, MBD2 DNA inh -8 and TDP2 absorb -11.
`Cc1ccc(NC(=O)COC(=O)c2ccc(OC(F)F)cc2)cc1S(=O)(=O)N1CCCCC1` gave LEDGF integ inh -2, UHRF1 binding 2, SIAE inh -13, PRMT1 FP inh 3, TCR CD3 inh 2, KLK7 zymogen act 0.0, Tn7 DDE FP 5, DDE Tn6 FP inh -1, MBD2 DNA inh 4 and TDP2 absorb -2.
CCN(CC(=O)Nc1cccc(S(N)(=O)=O)c1)Cc1nc2ccccc2c(=O)[nH]1 was read as LEDGF integ inh 1, UHRF1 binding 2, SIAE inh -3, PRMT1 FP inh 2, TCR CD3 inh 4, KLK7 zymogen act 0.4, Tn7 DDE FP -2, DDE Tn6 FP inh 3, MBD2 DNA inh 10 and TDP2 absorb 10.

Continued; the last 3 above are carried over.
`O=C(Cn1cc(C(F)(F)F)ccc1=O)N/N=C/c1ccccc1O` gave LEDGF integ inh -8, UHRF1 binding -2, SIAE inh 1, PRMT1 FP inh -1, TCR CD3 inh -2, KLK7 zymogen act -6.5, Tn7 DDE FP 3, DDE Tn6 FP inh 2, MBD2 DNA inh -8 and TDP2 absorb -11.
`Cc1ccc(NC(=O)COC(=O)c2ccc(OC(F)F)cc2)cc1S(=O)(=O)N1CCCCC1` gave LEDGF integ inh -2, UHRF1 binding 2, SIAE inh -13, PRMT1 FP inh 3, TCR CD3 inh 2, KLK7 zymogen act 0.0, Tn7 DDE FP 5, DDE Tn6 FP inh -1, MBD2 DNA inh 4 and TDP2 absorb -2.
CCN(CC(=O)Nc1cccc(S(N)(=O)=O)c1)Cc1nc2ccccc2c(=O)[nH]1 was read as LEDGF integ inh 1, UHRF1 binding 2, SIAE inh -3, PRMT1 FP inh 2, TCR CD3 inh 4, KLK7 zymogen act 0.4, Tn7 DDE FP -2, DDE Tn6 FP inh 3, MBD2 DNA inh 10 and TDP2 absorb 10.
O=C(CSc1nc2ccccc2c(=O)n1CC1CCCO1)Nc1ccccc1 (stereo unspecified) was read as LEDGF integ inh 2, UHRF1 binding -2, SIAE inh 4, PRMT1 FP inh 3, TCR CD3 inh 4, KLK7 zymogen act 0.2, Tn7 DDE FP 2, DDE Tn6 FP inh 2, MBD2 DNA inh -6 and TDP2 absorb 3.
`CCOc1ccc(NC(=O)NCCN2CCN(c3cccc(C)c3C)CC2)cc1` gave LEDGF integ inh -5, UHRF1 binding -2, SIAE inh 7, PRMT1 FP inh -1, TCR CD3 inh 0, KLK7 zymogen act -0.5, Tn7 DDE FP 9, DDE Tn6 FP inh 5, MBD2 DNA inh 4 and TDP2 absorb -3.
Screening O=C(CCc1ccccc1)Nc1ccnn1C1CCN(C/C=C/c2ccccc2)CC1 returned LEDGF integ inh 2, UHRF1 binding -1, SIAE inh 13, PRMT1 FP inh 3, TCR CD3 inh 5, KLK7 zymogen act 0.5, Tn7 DDE FP -5, DDE Tn6 FP inh -3, MBD2 DNA inh 1 and TDP2 absorb 10.
For O=C(c1ccc(Br)o1)N1CCN=C1SCc1cccc(F)c1 the results were LEDGF integ inh 0, UHRF1 binding 1, SIAE inh -8, PRMT1 FP inh 0, TCR CD3 inh 9, KLK7 zymogen act 0.0, Tn7 DDE FP 3, DDE Tn6 FP inh 6, MBD2 DNA inh 0 and TDP2 absorb -3.
Screening Cc1ccc(N(CC(=O)NCCc2ccccc2)C(=O)CCC(=O)Nc2cc(C)ccn2)cc1 returned LEDGF integ inh 1, UHRF1 binding -2, SIAE inh 3, PRMT1 FP inh 4, TCR CD3 inh -1, KLK7 zymogen act 0.5, Tn7 DDE FP -2, DDE Tn6 FP inh -7, MBD2 DNA inh 7 and TDP2 absorb 7.
For CC(=O)Nc1ccc(S(=O)(=O)N(Cc2ccco2)CC2CCCO2)cc1 (stereo unspecified) the results were LEDGF integ inh 3, UHRF1 binding -2, SIAE inh 1, PRMT1 FP inh 0, TCR CD3 inh -9, KLK7 zymogen act -0.1, Tn7 DDE FP -1, DDE Tn6 FP inh 0, MBD2 DNA inh -3 and TDP2 absorb -1.
Screening COc1cc(CN2CCC(C)CC2)ccc1OCc1ccccc1 returned LEDGF integ inh 12, UHRF1 binding 3, SIAE inh -5, PRMT1 FP inh -1, TCR CD3 inh 1, KLK7 zymogen act -0.5, Tn7 DDE FP -1, DDE Tn6 FP inh 2, MBD2 DNA inh 2 and TDP2 absorb -15.
